Assay outcomes from PubChem.
HepG2 viability: kills HepG2 cells in TGF-b inhibitor counter-screen. HepG2 CAGA-GFP viability, ATP luminescence, 18 h. hit rate 0.76% among 410,000. Potency, µM (doses to about 46.1 µM), without a hit: at the top dose activity change, negative = cytotoxicity, hits mostly cytotoxic; also: some results filed as inactive show a strong effect at the top dose
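HepG2 CAGA-GFP cells (1000/well, DMEM with 1% FBS) received compound, then TGF-beta at 500 pg/mL final, and were incubated 18 hours at 37 degrees C. Viability was read by CellTiter-Glo luminescence. Media-only wells were set as complete cell-killing and DMSO as no toxicity.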
KB-3-1 cytotox: kills parental KB-3-1 adenocarcinoma cells; KB-3-1 viability, CellTiter-Glo ATP luminescence, 72 h; Potency, µM (highest dose often 46.1 µM), for inactives: top-dose activity change, negative = cytotoxic, hits mostly cytotoxic; hit rate 1.4% among 400,000; also: % is scaled to controls: 0 for no effect and ±100 for the full control effect; nearly all actives have a fitted effect of over 60% in size
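Cells are dispensed, compounds pinned in, plates held at 37 °C for 72 h, then CellTiter-Glo is added and luminescence read after 10 minutes. Cell line: parental KB-3-1 in phenol-red-free DMEM, 10% FBS.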
Numbers without * were called inactive; u = inconclusive. Calls follow the shape of the dose curve; as a rule, active = well fitted curve in the direction sought with a large enough effect; inconclusive = small, poorly fitted or top-dose-only effect, or another doubt; inactive = no such curve, though single readings can be large; an effect the other way counts as inactive or inconclusive. Potency is read from the fitted curve at half-maximal effect.

Preview:
SMILES	HepG2 viability	KB-3-1 cytotox
CCc1nnc(SCC(=O)Nc2cc(Cl)c(OC)cc2OC)c2cc3oc(C)cc3n12	-1%	-1%
CCOc1ccccc1C(=O)NCC(c1ccc(N(C)C)cc1)N1CCCC1 (stereo not given)	-37%	-7%
Cc1ccc2c(/C=C/c3ccc(N(C)C)cc3)ccnc2c1C	-48%	-22%
CN(C)c1ccc(/C=C/c2c(Br)cnc3ccccc23)cc1	-12%	u
CCNC(=O)c1ccc(C)c(-n2c(C)nc3cccnc32)c1	2%	7%
NS(=O)(=O)c1ccc(N=Nc2nc3[nH]cnc(=S)c3[nH]2)cc1	-42%	1.2µM*

The whole of this part, from the first entry:
SMILES	HepG2 viability	KB-3-1 cytotox
CCc1nnc(SCC(=O)Nc2cc(Cl)c(OC)cc2OC)c2cc3oc(C)cc3n12	-1%	-1%
CCOc1ccccc1C(=O)NCC(c1ccc(N(C)C)cc1)N1CCCC1 (stereo not given)	-37%	-7%
Cc1ccc2c(/C=C/c3ccc(N(C)C)cc3)ccnc2c1C	-48%	-22%
CN(C)c1ccc(/C=C/c2c(Br)cnc3ccccc23)cc1	-12%	u
CCNC(=O)c1ccc(C)c(-n2c(C)nc3cccnc32)c1	2%	7%
NS(=O)(=O)c1ccc(N=Nc2nc3[nH]cnc(=S)c3[nH]2)cc1	-42%	1.2µM*
CCn1c(C(=O)N2CCC(C(=O)NCCc3ccc(OC)cc3OC)CC2)cc2sccc21	-28%	-10%
CCc1ccc(NC(=O)c2ccc3c(c2)c(C)c(C)n3Cc2ccccc2)cc1	-28%	u
Cc1ccccc1N=C1Nc2ccccc2N[C@]12C[C@H]1CCCC(=O)N3CC[C@@H](C2)[C@@H]13	35%	3%
COc1cc(S(=O)(=O)O)c(C)cc1N=Nc1c(O)ccc2cc(S(=O)(=O)O)ccc12	2%	3%
CCOc1ccc(CC(=O)NCc2ccc3c(c2)CCN3C(=O)c2ccc(F)cc2)cc1OCC	0%	9%
CCOc1cccc(C2C=C(c3ccc4c(c3)OCO4)NC(c3cccc(Br)c3)N2)c1O (stereo not given)	-54%	u
Cc1ccc(Cl)cc1N1CCN(C(=O)c2cn(C3CCCCC3)c(=O)c3c2c2ccccc2n3C)CC1	-22%	5%
CC1(C)OC(=O)C2(Cc3cc([N+](=O)[O-])ccc3N3CCCCC32)C(=O)O1 (stereo not given)	6%	-4%
Cc1oc(-c2cccc(Cl)c2)nc1CSc1nncn2c1cc1occc12	-14%	5%
N#CC1=C(N)N(c2cccc(Cl)c2)C2=C(C(=O)CCC2)C1c1cc(CN2CCOCC2)cs1 (stereo not given)	-1%	2%
CC(C)(C)OC(=O)N1CCC(c2c(C(=O)N3CCN(c4ncccn4)CC3)cnn2-c2ccccc2)CC1	-5%	9%
CC(=O)N(O)c1ccc(/C=C2\C=Cc3ccccc32)cc1	-31%	0%
COC(=O)c1ccc2c(=O)n(CCCCCC(=O)N3CCN(c4ccc(Cl)cc4)CC3)c(=O)[nH]c2c1	-9%	2%
Cc1cccc(-n2c(C)nnc2SCC(=O)NC(C)c2ccco2)c1 (stereo not given)	-41%	-35%
O=C(Nc1cc(C(=O)Nc2ccc(S(=O)(=O)O)cc2S(=O)(=O)O)cc(C(=O)Nc2ccc(S(=O)(=O)O)cc2S(=O)(=O)O)c1)Nc1cc(C(=O)Nc2ccc(S(=O)(=O)O)cc2S(=O)(=O)O)cc(C(=O)Nc2ccc(S(=O)(=O)O)cc2S(=O)(=O)O)c1	3%	-16%
CCOc1ccc(NC(=O)C(CC(C)C)N2Cc3ccccc3C2=O)cc1 (stereo not given)	0%	-18%
CC(C)(C)OC(=O)N1CCC(c2c(C(=O)N3CCN(C(=O)c4ccco4)CC3)cnn2-c2cccc(F)c2)CC1	-2%	-1%
CCOc1ccccc1NC(=O)c1c2c(nc3ccccc13)C(=O)N(C1CCCCC1)C2	-22%	-13%
Cc1oc(-c2ccc(C(=O)Nc3ccc(F)cc3F)cc2)nc1COc1ccccc1	-1%	-5%
SMILES	HepG2 viability	KB-3-1 cytotox
COc1ccc(N2CCN(C(=O)c3sc4nc5n(c(=O)c4c3C)CCC5)CC2)cc1	-40%	1%
Cc1ccc(-n2ncc(C(=O)Nc3ccc4c(c3)OCCO4)c2C2CCN(C(=O)OC(C)(C)C)CC2)cc1C	2%	-4%
CC(C)c1nc2ccc(C(=O)Nc3ccccc3F)cc2o1	-34%	u
COc1ccc2sc(N(Cc3cccnc3)C(=O)c3ccco3)nc2c1	-16%	u
Cc1cc(O)c(C(c2ccccc2)N2CCN(c3ccccc3)CC2)c(=O)n1Cc1ccco1 (stereo not given)	-16%	12%
CCOC(=O)c1cccc(NC(=O)c2cc3c(Cl)nc4ccc(C)cc4c3s2)c1	0%	2%
CCCOc1ccc(CNC(=O)CN2C(=O)c3cccnc3Oc3ccc(C)cc32)cc1	-19%	-11%
COc1cccc(/C=C/c2nccc3ccccc23)c1OC	-8%	u
Cc1ccc(S(=O)(=O)c2nnn3c2nc(NCc2ccc(F)cc2)c2sccc23)cc1	-2%	4%
Fc1ccc(-c2cc(-c3nc(-c4cccc(Cl)c4)no3)[nH]n2)cc1	-2%	-2%
COc1ccc(Cl)cc1-n1c(/C=C/c2cccc3ccccc23)nc2ccccc2c1=O	-34%	-3%
Cc1ccc(C)c(C(=O)C[n+]2cccc(Br)c2)c1	-9%	u
Cc1ccc2c(c1)N(C(=O)NCc1ccccc1)CCO2	-12%	4%
O=C(Nc1ccc(F)cc1Cl)c1cnc(N2CCOCC2)c2ccccc12	-7%	0%
CCN(C(=O)C(=O)c1c(C)[nH]c2ccccc12)c1ccccc1	-4%	0%
COc1cccc(N2CCN(C(=O)c3cccn3-c3nnc(N4CCCCC4)s3)CC2)c1	3%	-12%
CCc1nn(CC(=O)NC(C)c2ccccc2)c(=O)c2cc3sccc3n12 (stereo not given)	-3%	14%
O=C(CN1CCN(Cc2ccc(F)cc2Cl)S1(=O)=O)Nc1ccc(F)cc1	-24%	-5%
Cc1c(C(=O)NCc2ccccc2)sc2nc[nH]c(=O)c12	0%	-4%
O=C(C[N+]1(CC(O)c2ccccc2)CCCCC1)c1ccccc1 (stereo not given)	23%	-1%
CC(NC(=O)CSc1n[nH]c(-c2ccccc2Cl)n1)c1nc2ccccc2[nH]1 (stereo not given)	-15%	5%
CCC(C(=O)NCCc1ccc(OC)c(OC)c1)n1nc(C)c2sc3ccccc3c2c1=O (stereo not given)	-9%	-22%
Cc1ccc(S(=O)(=O)NCCc2nnc3ccc(SCC(=O)Nc4c(C)cc(C)cc4C)nn23)cc1	-18%	-21%
Cc1nnc2c3ccccc3nc(Nc3cccc(O)c3)n12	-19%	1%
CC(C)(C)C1CCC(NC(=O)c2cnn3c2NC(=C2CC2)C=C3C(F)F)CC1 (stereo not given)	-17%	u

Ordered by SMILES length (low to high): some entries from above
SMILES	HepG2 viability	KB-3-1 cytotox
CN(C)c1ccc(/C=C/c2c(Br)cnc3ccccc23)cc1	-12%	u
Cc1cccc(-n2c(C)nnc2SCC(=O)NC(C)c2ccco2)c1 (stereo not given)	-41%	-35%
Cc1cc(O)c(C(c2ccccc2)N2CCN(c3ccccc3)CC2)c(=O)n1Cc1ccco1 (stereo not given)	-16%	12%

Given with values under each structure: part of the list above.
Below each compound: HepG2 viability | KB-3-1 cytotox
- CCOC(=O)c1cccc(NC(=O)c2cc3c(Cl)nc4ccc(C)cc4c3s2)c1
 : 0% | 2%
- CCCOc1ccc(CNC(=O)CN2C(=O)c3cccnc3Oc3ccc(C)cc32)cc1
 : -19% | -11%
- COc1cccc(/C=C/c2nccc3ccccc23)c1OC
 : -8% | u
- Cc1ccc(S(=O)(=O)c2nnn3c2nc(NCc2ccc(F)cc2)c2sccc23)cc1
 : -2% | 4%

Record cards, from the list above.
Entry for Cc1ccc(S(=O)(=O)NCCc2nnc3ccc(SCC(=O)Nc4c(C)cc(C)cc4C)nn23)cc1 = HepG2 viability: -18%; KB-3-1 cytotox: -21%
Entry for Cc1ccc2c(c1)N(C(=O)NCc1ccccc1)CCO2 = HepG2 viability: -12%; KB-3-1 cytotox: 4%

Continuation.
SMILES	HepG2 viability	KB-3-1 cytotox
COc1ccc(-c2[nH]c(-c3ccc(C)cc3)nc2SCC(=O)NCC2CCCO2)cc1 (stereo not given)	-3%	2%
CCOc1ccc(NC(=O)C(=O)NCC(c2cccnc2)N2CCc3ccccc32)cc1 (stereo not given)	-25%	u
O=C(NCCc1ccc(Cl)cc1)c1ccc(CSCc2ccccc2Cl)o1	-46%	-12%
CCOc1ccc(NC(=O)c2nc(S(=O)(=O)Cc3ccc(F)cc3)ncc2Cl)cc1	-96%	-10%
CN(C)c1ccc(/C=C/c2ccnc3ccc(-c4ccccc4)cc23)cc1	5%	-14%
COc1ccccc1N1CCN(CCCNC(=O)c2cnn(-c3cccc(Cl)c3)c2C2CCN(C(=O)OC(C)(C)C)CC2)CC1	13µM*	-28%
Cc1nn(C)c(Cl)c1S(=O)(=O)N(Cc1ccco1)c1ncnc2nc[nH]c12	15%	1%
COc1ccc(Cl)cc1NC(=O)N1CCC2(CC1)Oc1ccccc1C(=O)N2Cc1ccc(F)cc1	23%	-12%
CCN(CC)c1ccc(CNS(=O)(=O)c2cc3c(cc2C)NC(=O)CO3)cc1	-16%	-3%
CCCCCCCCCC[n+]1ccc(/C=C/c2c[nH]c3ccccc23)c2ccccc21	13µM*	8.2µM*
O=C(CCS(=O)(=O)c1ccc(Br)cc1)Nc1ccc(Cl)c(C(F)(F)F)c1	-62%	4%
Cc1nn(C(C)C(=O)N2CCN(c3ccc(F)cc3)CC2)c(=O)c2c1sc1ccccc12 (stereo not given)	-18%	4%
CCNC(=O)c1c(NC(=O)c2nc(SCC)ncc2Cl)sc2c1CCCC2	11%	u
CC1CN(C(=O)N2CCC(C(=O)NCc3ccco3)CC2)c2cc(Cl)ccc2O1 (stereo not given)	-25%	-4%
CCc1cccc(NC(=O)COC(=O)c2ccccc2OCc2ccccc2Br)c1	-12%	-6%
CC(=O)N(Cc1cccnc1)c1nc2c(C)c(C)ccc2s1	-28%	6%
CCCCOc1ccc(CNC(=O)Cc2ccc(NC(=O)N3CCSc4ncccc43)cc2)cc1	-27%	-9%
Cc1c(C(=O)NCCc2ccccc2)cccc1-n1cnc2cccnc21	0%	9%
O=C(c1cc(Br)ccc1O)N(Cc1ccco1)Cc1cccs1	-56%	u
COc1cccc(/C=C/c2onc(C)c2S(=O)(=O)N2CCC(C(=O)N3CCCCC3)CC2)c1	-15%	-2%
COc1ccc(C2c3c(n(C)c4ccccc34)C(=O)N2CC(=O)Nc2ccc(C)c(Cl)c2)cc1 (stereo not given)	-22%	3%
COc1ccc(CNC(=O)C2=C(C)C(=O)OC23CCN(C(C)=O)CC3)cc1	5%	11%
Brc1ccc(C=C2C=c3ccccc3=C2)cc1	-33%	0%
CCCCCCCCCC[n+]1cc(Br)cc(Br)c1	22µM*	u
Cc1ccc(NS(=O)(=O)c2c(C)nc3sc(C)cn3c2=O)c(C)c1	-17%	-1%
CS(=O)(=O)NCc1ccccc1Br	12%	u
O=C(NCCc1ccc(Cl)cc1)c1c2c(nc3ccccc13)C(=O)N(C1CCCCC1)C2	-3%	-3%
CC(=O)c1ccc(NC(=O)Cn2cc(S(=O)(=O)Cc3cccc(Cl)c3)c3ccccc32)cc1	-56%	-6%

A portion of the library; count on the stated rates, not on these rows.
